m5-HT2A agonist: agonists of mouse serotonin 5-HT2A receptor (HTR2A). CHO-K1 mHTR2A beta-arrestin complementation, luminescence; percent of 30 µM serotonin response. activation, % at 7.6 µM. 360,000 compounds, 0.66% hits;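 active = activation above a run cutoff, the mean activation of all tested compounds plus 3 SD, cut at about 14% in these data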;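 also: 0% = plate median of compound wells and 100% = 30 µM serotonin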
Target sequence (P35363 whole entry, looked up): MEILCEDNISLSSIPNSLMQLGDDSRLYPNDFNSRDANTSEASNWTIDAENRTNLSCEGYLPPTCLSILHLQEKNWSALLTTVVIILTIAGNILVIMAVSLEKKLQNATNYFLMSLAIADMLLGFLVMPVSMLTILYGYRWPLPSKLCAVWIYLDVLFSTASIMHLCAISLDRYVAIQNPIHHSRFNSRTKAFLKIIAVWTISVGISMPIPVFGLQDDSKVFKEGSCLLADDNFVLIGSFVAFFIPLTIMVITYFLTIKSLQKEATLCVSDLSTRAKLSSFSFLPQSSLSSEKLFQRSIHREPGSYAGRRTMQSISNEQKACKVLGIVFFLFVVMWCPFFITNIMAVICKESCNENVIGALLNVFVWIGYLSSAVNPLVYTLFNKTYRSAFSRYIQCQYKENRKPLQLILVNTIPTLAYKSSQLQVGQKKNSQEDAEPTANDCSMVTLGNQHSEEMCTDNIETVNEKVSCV
Vif imaging: inhibitors of HIV Vif; HEK293T cells, Vif self-association by quenched fluorescence, imaging, 24 h; inhibition, % at 7.49 µM; 340,000 compounds, 0.35% hits; in the data active = inhibition above about 50%, passing the limit was not always enough; also: some results filed as inactive read as strong as hits
PDI inh: inhibitors of human protein disulfide isomerase; P07237; PDI insulin aggregation turbidity, A650, 90 min; 350,000 compounds, 0.052% hits; AID 588391; inhibition, % at 10 µM;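 active = mean inhibition across replicates of 30% or more, whatever share of single replicates reach that level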;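 also: absorbance from insulin aggregation driven by PDI reduction with DTT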
Target sequence (P07237 whole entry, looked up): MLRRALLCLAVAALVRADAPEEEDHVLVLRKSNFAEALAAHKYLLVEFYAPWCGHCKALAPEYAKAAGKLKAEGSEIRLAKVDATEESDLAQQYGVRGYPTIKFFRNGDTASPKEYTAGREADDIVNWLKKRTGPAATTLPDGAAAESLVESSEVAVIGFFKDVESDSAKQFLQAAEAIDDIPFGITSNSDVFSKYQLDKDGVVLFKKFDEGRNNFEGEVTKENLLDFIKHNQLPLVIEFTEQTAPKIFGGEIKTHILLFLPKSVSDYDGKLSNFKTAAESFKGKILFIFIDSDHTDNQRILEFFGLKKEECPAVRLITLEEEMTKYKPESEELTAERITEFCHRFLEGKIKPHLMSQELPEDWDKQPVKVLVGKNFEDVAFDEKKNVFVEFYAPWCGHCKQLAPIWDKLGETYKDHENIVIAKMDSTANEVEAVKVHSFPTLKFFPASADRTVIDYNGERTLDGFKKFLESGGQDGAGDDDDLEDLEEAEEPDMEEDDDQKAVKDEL
hiPSC survival: increases survival of single human iPS cells; survival enhancement, % at 20 µM; hiPSC single-cell survival, ATPlite luminescence; 100% = ROCK inhibitor wells, 0% = DMSO; 360,000 compounds, 0.044% hits; in the data active = survival enhancement above about 18%;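 also: cells exposed to compounds for 16 hours before the ATP read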
ABCB6 inh 2: human ABCB6 transporter inhibition; Q9NP58; K562-ABCB6 porphyrin accumulation, flow cytometry, 1 h; hits give low values; fluorescence ratio to DMSO, % at 10 µM; 360,000 compounds, 0.19% hits; AID 602162;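 active = fluorescence ratio to DMSO below 75%, the collection mean minus 3 SD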;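 also: signal is porphyrin accumulated inside mitochondria; 100% equals median channel fluorescence of DMSO control wells; lower ratio means ABCB6 inhibition with less porphyrin fluorescence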
aDG glyco act: increases alpha dystroglycan glycosylation; Pro5-aDG cells, alpha-DG glycosylation AlphaScreen (IIH6); 0% Pro5, 100% B10-LARGE cell signal; activation, % at 10 µM; 360,000 compounds, 0.22% hits;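 active = activation of at least 8% versus controls, or a plate z-score of at least 8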;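 also: Pro5 are CHO cells carrying HIG-tagged alpha-DG that lacks glycosylation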
Granule exo inh: lytic granule exocytosis inhibition; TALL-104 LAMP-1 surface exposure, flow cytometry; cells stimulated with thapsigargin and PMA; 360,000 compounds, 0.66% hits; inhibition, % at 10 µM;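 active = inhibition above about 55%, limit read from the data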
H9c2 protect: protects H9c2 cardiomyocytes from peroxide injury; H2O2 injury protection, ATPLite, 2 h; protection from H2O2 cell death, % at 20 µM; 360,000 compounds, 0.63% hits;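 active = compounds giving at least 50% protection of heart cells from peroxide-induced death in the single-dose screen, raw or plate-pattern-corrected value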;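 also: 0% = DMSO wells with peroxide and 100% = DMSO wells without peroxide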
CaV13 FRET inh: Disruptors of the CACNA1D IQ motif to Ca2+-dependent inactivation inhibitor domain association, primary screening, Förster resonance energy transfer in intact living …; HEK cells, CFP/YFP FRET ICDI-IQ, plate reader, 10 min; percent FRET-ratio fall versus neutral wells; inhibition, % at 12.3 µM; 340,000 compounds, 0.098% hits;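 active = mean replicate inhibition of at least 30% and at least 1% of replicates passing that level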;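 also: 0% = median of the neutral control wells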
Glyco luc inh: N-linked glycosylation inhibition; D54 ERlucT glycosylation luciferase reporter, 24 h; percent of 100 nM tunicamycin response; reporter increase, % at 12.5 µM; 360,000 compounds, 0.23% hits; AID 588692;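 active = mean luciferase reporter signal, scaled so untreated is 0 and the glycosylation-blocking control 100, at or above a set limit in every replicate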;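 also: luciferase carries N-glycosylation sites so blocking glycosylation raises the light; 0% = median of neutral control wells and 100% = median of 100 nM tunicamycin wells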
The depositor's hits bear a star; . = not tested or not shown. An unsorted share of the library (roughly 3.1% active in at least one column).

SMILES | m5-HT2A agonist | Vif imaging | PDI inh | hiPSC survival | ABCB6 inh 2 | aDG glyco act | Granule exo inh | H9c2 protect | CaV13 FRET inh | Glyco luc inh
C/C(=N\NC(=O)CNC(=O)C(c1ccccc1)c1ccccc1)c1ccccc1 | 2 | 2 | -5 | -1.7 | 97 | -0.2 | -1 | 2 | -4 | -2
CSc1ccc(CCNS(=O)(=O)c2c(C)[nH]c(C)c2C(=O)N2CCCCC2)cc1 | -4 | -4 | 5 | -0.3 | 95 | -0.1 | -1 | 0 | -6 | -3
COc1cc(C2NC(=S)NC(C)=C2C(=O)OC(C)C)ccc1OC(C)C (stereo unspecified) | -4 | -13 | 24 | -1.7 | 97 | -0.1 | -5 | 4 | -4 | 2
CCn1ccc(-c2ccccc2)c(C#N)c1=O | 7 | -5 | -5 | -0.5 | 102 | 0.0 | -6 | 7 | -2 | 3
CCOC(=O)c1c(C)[nH]c(C)c1S(=O)(=O)N(C)CC(=O)Nc1ccccc1 | -1 | 0 | -3 | -0.6 | 103 | 0.0 | 0 | -1 | -2 | 4
COc1ccccc1NC(=O)C(=O)NCc1ccccc1Cl | -2 | 1 | -23 | 1.2 | 97 | 0.1 | -4 | 4 | -18 | 2
CC1(C)Cc2c(sc(NC(=O)C(=O)NCCCN3CCOCC3)c2C#N)CO1 | 3 | 3 | 2 | 0.7 | 98 | -0.3 | -11 | 0 | -7 | 3
CCCCOC(=O)Nc1cc(C)c(Cl)cc1OC | -5 | . | 3 | -1.8 | 98 | 0.0 | 0 | -1 | . | -2
Cc1ccc2[nH]cc(CCNC(=O)Nc3ccccc3)c2c1 | -5 | -8 | 6 | 0.2 | 108 | 0.4 | -2 | 3 | -7 | 2
COc1ccc(NC(=O)CN2CCN(CC(=O)Nc3ccc(F)cc3)CC2)c(OC)c1 | 3 | -2 | 14 | -0.4 | 94 | 0.0 | 7 | 0 | -3 | 2
O=C(NCCc1ccccc1)c1ccc(-n2cnnn2)cc1 | -4 | . | 7 | -1.2 | 93 | -0.1 | 1 | 1 | -8 | -1
CCCC(=O)Nc1cc(OCC)c(NC(=O)NC2CCCCC2)cc1OCC | 0 | 11 | -1 | -1.8 | 97 | -0.1 | -1 | 4 | -9 | -3
Cn1ncc([N+](=O)[O-])c1C(=O)NC1CCCCCC1 | -6 | 0 | -2 | 0.3 | 92 | 0.3 | 2 | 2 | -9 | -2
CCCOP(=O)(OCCC)C(NC(=O)C(C)(C)C)c1ccccc1 (stereo unspecified) | 0 | 4 | -8 | 0.1 | 99 | -0.3 | 0 | 10 | -8 | 0
Cc1ccc(/C=C/C(=O)N2CCCN(C(=O)/C=C/c3ccc(C)cc3)CC2)cc1 | -3 | 3 | 12 | -0.3 | 99 | 0.1 | 2 | -7 | -9 | 2
Cc1ccc(S(=O)(=O)NCC2CCC(C(=O)N3CCN(C)CC3)CC2)cc1 (stereo unspecified) | -2 | 1 | -10 | -0.2 | 97 | -0.1 | 2 | 1 | -2 | -2
COc1cc(NC(=O)c2nnn(Cc3ccc(SC)cc3)c2N)cc(OC)c1 | -5 | -12 | . | 0.4 | 96 | -0.3 | 6 | 1 | -4 | 1
O=C(NNS(=O)(=O)c1ccc(F)cc1)c1cc(Cl)ccc1O | 2 | 7 | 7 | -0.8 | 102 | 0.1 | 2 | 0 | -20 | 0
O=C(NNC(=O)c1ccc(Cl)cc1Cl)c1cnccn1 | -5 | -3 | -3 | -0.5 | 101 | 0.0 | -3 | 3 | -1 | 6
Cc1ccc(NC(=O)c2cc(-c3ccco3)on2)cc1 | -1 | -17 | 2 | -0.7 | 101 | -0.1 | -3 | -3 | -8 | 4
O=C(O)CCc1ccc(NCc2cccc(Oc3ccccc3)c2)cc1 | -1 | 26 | -4 | -0.5 | 103 | 0.3 | -6 | 1 | -5 | 0
Cc1oc(-c2ccccc2F)nc1CS(=O)CC(=O)NCc1cccs1 (stereo unspecified) | -5 | -2 | . | -0.3 | 92 | 0.0 | -6 | 6 | -9 | -1
CC(C)NC(=O)C1C(c2ccccc2)=Nc2ccccc2N1C(=O)c1cc(Cl)cc(Cl)c1 (stereo unspecified) | -10 | . | . | . | . | 0.1 | -11 | . | -9 | .
CCSc1nnc(N2C(=O)CC(c3ccsc3)C3=C2CC(C)(C)CC3=O)s1 (stereo unspecified) | -3 | 7 | . | -0.1 | 102 | 0.0 | -2 | 4 | -2 | 0
Cn1c(=O)[nH]c2ncn(C)c2c1=O | 4 | -9 | 1 | -2.6 | 102 | -0.2 | -8 | 20 | -5 | 2
NC(=O)/C(=N\O)c1ccccc1 | 4 | -5 | -3 | 5.8 | 106 | 0.3 | 1 | 1 | -3 | 0
COc1ccc(NC(C)=O)cc1S(=O)(=O)N1CC=C(c2ccccc2)CC1 | 1 | 4 | -6 | -0.4 | 106 | 0.0 | -7 | -6 | -2 | -2
CCc1ccccc1NC(=O)c1cnc2scc(C)n2c1=O | -2 | . | 6 | 0.4 | 97 | 0.1 | -4 | -9 | -5 | 4
COc1cccc(OC)c1C(=O)Nc1nc2ccc([N+](=O)[O-])cc2s1 | -6 | 1 | 1 | 5.3 | 104 | -0.4 | -2 | -2 | 1 | -2
Cc1oc(-c2ccc(Cl)cc2)nc1CS(=O)CC(=O)NCCCN1CCCC(C)C1 (stereo unspecified) | 17* | 2 | -12 | -0.5 | 102 | -0.2 | 52 | 0 | -5 | -1
COc1ccc(-c2ccccc2C2=CC(=O)CC(C)(C)C2=O)cc1 | -1 | . | 3 | -2.7 | 96 | -0.2 | -7 | -2 | -7 | 3
CCN(C(=O)C12CC3CC(CC(C3)C1)C2)C1CCS(=O)(=O)C1 (stereo unspecified) | 7 | -9 | -4 | -0.2 | 102 | 0.3 | 7 | 9 | . | 1
N/C(=N\OC(=O)c1cnn(-c2ccccc2)c1C(F)(F)F)c1ccc(C(F)(F)F)cc1 | -2 | -3 | 7 | 0.9 | 102 | 0.0 | 6 | -3 | -5 | -1
O=C1NC2(CCC3(CC2)OCCO3)NN1c1ccccc1 | 0 | -2 | 1 | 1.3 | 104 | -0.1 | -2 | 1 | -7 | 2
COc1ccc(Cl)cc1NC(=O)CN(C)C(=O)CCSc1ccc(C)cc1 | -8 | -2 | 7 | -0.1 | 95 | 0.0 | 7 | -8 | -7 | 0
CCOC(=O)CCCCC(=O)c1[nH]c(=O)[nH]c1Cn1ccnc1 | 2 | 5 | 0 | 0.2 | 91 | -0.2 | 1 | 3 | 0 | 0
Nc1nc(N)nc(Cc2ccccc2O)n1 | 4 | 2 | -9 | -1.4 | 99 | -0.3 | 24 | 2 | -11 | 4
COc1ccc(-c2cnc3c(NC=O)cc(-c4cc(OC)c(OC)c(OC)c4)cn23)cc1OC | 13 | -4 | 1 | -0.9 | 89 | -0.1 | 8 | 44 | -9 | -2
C/C(=N\NC(=O)c1nnn(-c2nonc2N)c1-c1ccc(Cl)c(Cl)c1)c1ccncc1 | -1 | 0 | -1 | -0.4 | 95 | -0.3 | 0 | 4 | -16 | 3
O=C1CCCc2c1nc(-c1ccco1)n2O | -2 | 5 | 7 | 1.6 | 98 | -0.1 | 6 | 9 | -5 | 2
CC(C)OC(=O)Nc1ccc2c(c1)N(C(=O)CCN1CCOCC1)c1ccccc1CC2 | -1 | 8 | -4 | 0.2 | 90 | 0.2 | -1 | -4 | -12 | 3
CC(C)Cc1nnc(NC(=O)CCC(=O)NCc2ccccc2Cl)s1 | -1 | 1 | -3 | -0.5 | 99 | -0.1 | -5 | 3 | -3 | 1
Cc1nnc(NS(=O)(=O)c2ccc(N=Nc3ccc(N)nc3N)cc2)s1 | -1 | 3 | -6 | 0.6 | 102 | 0.0 | 0 | -4 | -6 | 1
COc1cccc(CN(c2ccc3c(c2)CCC3)S(=O)(=O)c2ccc(-n3cnnn3)c(OC)c2)c1 | 6 | -18 | 3 | -1.8 | 99 | -0.1 | -4 | -4 | -6 | -6
CCOC(=O)C1CCN(S(=O)(=O)c2cccc(-c3cn4cc(Cl)ccc4n3)c2)CC1 | 5 | -9 | 8 | -1.1 | 90 | 1.1 | -5 | -20 | . | 1
CCOc1ccccc1NC(=S)N1CCC(NC(=O)C(C)(C)C)CC1 | -1 | -5 | 2 | 0.8 | 96 | -0.1 | -2 | 5 | 2 | 2
COc1cccc(CN2CCN(C(=O)c3ccco3)CC2)c1OC | 4 | -2 | -2 | 5.5 | 98 | -0.1 | -1 | 2 | . | 0
O=C(Nc1ccc(C(=O)N2CCCC2)cc1)c1ccccc1 | 1 | -5 | 12 | 1.0 | 99 | -0.2 | 2 | 0 | -10 | 1
COC(=O)C1=C(C)NC2=C(C(=O)CC(C)(C)C2)C1c1cccc(C)n1 (stereo unspecified) | 2 | -3 | -4 | 0.5 | 96 | 0.2 | 4 | 7 | -4 | 1
COc1ccccc1CNS(=O)(=O)c1c(C)nc2sccn2c1=O | 7 | . | . | 1.5 | 93 | -0.3 | 10 | 7 | -7 | 0

Quoted at random: two compounds from above
SMILES | m5-HT2A agonist | Vif imaging | PDI inh | hiPSC survival | ABCB6 inh 2 | aDG glyco act | Granule exo inh | H9c2 protect | CaV13 FRET inh | Glyco luc inh
CC(C)Cc1nnc(NC(=O)CCC(=O)NCc2ccccc2Cl)s1 | -1 | 1 | -3 | -0.5 | 99 | -0.1 | -5 | 3 | -3 | 1
Cc1nnc(NS(=O)(=O)c2ccc(N=Nc3ccc(N)nc3N)cc2)s1 | -1 | 3 | -6 | 0.6 | 102 | 0.0 | 0 | -4 | -6 | 1

The list goes on.
SMILES | m5-HT2A agonist | Vif imaging | PDI inh | hiPSC survival | ABCB6 inh 2 | aDG glyco act | Granule exo inh | H9c2 protect | CaV13 FRET inh | Glyco luc inh
C/C(=N\NC(=O)c1c[nH]c2ccccc12)c1ccccn1 | -5 | 3 | -4 | -0.9 | 100 | 0.7 | -1 | 17 | -3 | -13
CC(C)c1ccccc1NC(=O)COC(=O)c1c2c(nc3ccccc13)CCN(Cc1ccccc1)C2 | 2 | 5 | -6 | -2.6 | 118 | -0.9 | 0 | 66* | -19 | -3
COc1ccccc1CNC(=O)COC(=O)c1ccc(N2CCCC2=O)cc1 | 9 | -5 | -6 | 0.3 | 102 | -0.2 | -3 | -3 | -2 | 3
COc1ccc(C)cc1NC(=O)C(Sc1nnnn1C)c1ccccc1 (stereo unspecified) | 4 | -6 | -2 | -1.4 | 100 | -0.1 | 16 | 5 | -5 | 0
Cc1ccc(NS(=O)(=O)c2cccc(C(=O)NCC(c3ccco3)N3CCCCC3)c2)cc1 (stereo unspecified) | -6 | -4 | 7 | -0.4 | 96 | 0.9 | 22 | 3 | . | -4
CC(=O)C(Cc1ccccc1)NC(=O)CN1CCc2ccccc2C1 (stereo unspecified) | -4 | -14 | -1 | -0.6 | 103 | -0.1 | -4 | 0 | -3 | 0
COC(=O)c1ccc2nc(-c3cccc(Cl)c3)c(CC3CCCCC3)n2c1 | 3 | . | . | -0.6 | 125 | 2.0 | 0 | . | -5 | .
COCCn1c(SCC(=O)Nc2sccc2C(N)=O)nnc1-c1ccncc1 | 1 | 4 | 3 | -0.4 | 97 | -0.1 | 3 | 3 | 1 | -1
CCCC1=Nc2cc(C(=O)NCCN3CCCC3)ccc2Sc2ccccc21 | -7 | 2 | -2 | -0.6 | 106 | 2.3 | 8 | -2 | -3 | -3
CCN(CC)C(=O)Cn1cc(S(=O)(=O)Cc2cccc([N+](=O)[O-])c2)c2ccccc21 | -2 | 22 | 1 | -0.5 | 101 | 0.1 | 2 | -3 | -15 | 2

Screening results from PubChem BioAssay.
